Screening data from PubChem BioAssay.
Polio RdRp inh – poliovirus RdRp elongation inhibitors, primary screen, biochemical, fluorescence polarization, total intensity; AID 588519, 2011; hit rate 0.66% among 150,000; poliovirus polymerase elongation; hits give low values; % elongation, % (compound at 16.7 µg/mL); Genome polyprotein (Poliovirus type 1 (strain Mahoney)), P03300; in the data active = % elongation below about 90%; note: some results filed as inactive read as strong as hits
Target sequence (P03300 1749-2209 limits assumed): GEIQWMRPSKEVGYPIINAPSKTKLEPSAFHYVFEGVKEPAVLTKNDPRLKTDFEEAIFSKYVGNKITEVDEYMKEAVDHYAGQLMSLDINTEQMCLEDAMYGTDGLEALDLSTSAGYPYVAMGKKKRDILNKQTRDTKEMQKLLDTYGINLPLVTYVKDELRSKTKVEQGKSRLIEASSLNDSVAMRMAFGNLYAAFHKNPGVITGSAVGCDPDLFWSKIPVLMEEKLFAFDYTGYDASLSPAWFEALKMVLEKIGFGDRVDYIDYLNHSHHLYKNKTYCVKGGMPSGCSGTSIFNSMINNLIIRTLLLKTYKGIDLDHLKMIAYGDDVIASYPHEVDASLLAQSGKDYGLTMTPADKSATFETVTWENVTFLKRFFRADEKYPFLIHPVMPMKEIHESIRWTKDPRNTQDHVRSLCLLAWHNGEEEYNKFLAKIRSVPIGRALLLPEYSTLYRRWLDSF
Polio RdRp inh FP z-score – further read-out of Polio RdRp inh, marked with its call; z-score; measured here: FP z-score; hits read low
* = called active by the depositor; & = joins results of further samples. Not all compounds are listed, so the mix of outcomes need not match the whole.

SMILES | Polio RdRp inh | Polio RdRp inh FP z-score
O=C(OCc1ccccc1Cl)c1ccc2c(=O)n3c(nc2c1)CCC3 | 104 | 0.1
CC(C)(Oc1ccc(Cl)cc1)C(=O)Nc1cccc(-c2nn3cnnc3s2)c1 | 102 | 0.1
Cc1cc2nn(-c3ccccc3)nc2cc1NC(=O)Cc1ccc(Cl)cc1 | 109 | 0.5
CC1CCN(S(=O)(=O)c2ccc3c(c2)N(CC(=O)NCCN(C)C)C(=O)CS3)CC1 | 103 | -0.6
COc1ccc(CCCOC(Cn2ccnc2)c2ccc(OC)cc2)cc1 (stereo unspecified) | 100&100 | -0.3&0
C=CCON1C(=O)C2C3C=CC(O3)C2C1=O (stereo unspecified) | 102 | -0.2
Cc1sc(NC(=O)C2=NNC(=O)CC2)nc1-c1ccc(F)cc1 | 106 | 0.4
S=c1[nH]ncn1-c1ccccc1 | 99 | 0
COC(=O)CSc1nc2c(cnn2-c2ccccc2)c(=O)[nH]1 | 98 | -0.8
COc1ccccc1CNC(=O)c1ccc(CS(=O)(=O)c2c(Cl)cccc2Cl)o1 | 109 | 0.5
CCN(CC)CCNC(=O)C1CCN(S(=O)(=O)c2c(C)noc2/C=C/c2ccccc2F)CC1 | 113 | 1.5
CCOc1ccccc1NC(=O)c1cc2c(Cl)nc3ccccc3c2s1 | 105 | 0.2
COc1ccc(OCc2nnc(SCC(=O)N(C)c3ccccc3)n2Cc2ccco2)cc1 | 106 | 0.5
CCCCC(=O)n1c(=O)oc2ccc(C)cc21 | 101 | 0.4
COc1ccc(N2CCN(C(=O)c3cc4ccc5cccnc5c4[nH]3)CC2)cc1 | 101 | -0.9
COc1ccc(Nc2nc(-c3ccc(C)cc3)nc3ccccc23)c(OC)c1 | 105 | -0.5
COc1cc(-c2nc(C(N)=O)c3c(n2)n(-c2cccc(C)c2)c(=O)n3C)cc(OC)c1OC | 106 | -0.1
CC1CCC2(CC1)c1cnn(C(C)C)c1N=C(c1ccc(F)cc1)N2C (stereo unspecified) | 101 | -0.1
Cc1ccc(C(=O)C2CC2)cc1 | 105 | 0.5
Cc1ccc2onc(CNC(=O)N(C)C3CCCCC3)c2c1 | 101 | -0.3
Brc1ccccc1NC1=NCCC1 | 103 | 0.1
Brc1cc(I)ccn1 | 102 | -0.1
CCOC(=O)c1c(-c2ccc(Br)cc2)csc1NC(=O)c1ccc(F)cc1 | 105 | 0.4
Cc1onc(-c2ccccc2)c1C(=O)/C=C/N(C)C | 104 | 0.1
CCOC(=O)N1CCc2c(sc3c2C(=O)NC(c2cc(OC)c(OC)c(OC)c2)N3)C1 (stereo unspecified) | 105 | 0.3
Cc1ccc(NC(=O)CCc2nnc3ccc(N4CCN(C5CCCCC5)CC4)nn23)cc1C | 101 | -0.5
O=C(/C=C/c1ccc2ccccc2n1)N1CCN(c2ccccc2)CC1 | 103 | 0.7
CC(C)c1ccc(CN2C(=O)c3ccccc3C2=O)cc1 | 115 | 1.9
COc1ccc(-c2nc3ccccc3o2)cc1NC(=O)c1cc([N+](=O)[O-])ccc1N1CCOCC1 | 107 | 0.7
CCCn1c(=O)c2c(nc3oc(-c4ccccc4)cn32)n(C)c1=O | 107 | 0.3
Clc1ccccc1OCCn1cnc2ccccc21 | 100 | 0.1
O=C(CCCn1c(=O)c2cccn2c2cccnc21)Nc1ccccc1C(F)(F)F | 106 | -0.3
O=C(Nc1ccc(Br)cc1F)c1ncoc1-c1ccco1 | 107 | 0.3
c1ccc(-c2nc(SCC3COc4ccccc4O3)oc2-c2ccccc2)cc1 (stereo unspecified) | 109 | 0.6
Cc1cccc(NC(=O)CSc2nc(=O)n(Cc3ccccn3)c3c2CCC3)c1C | 105 | -0.1
Cc1cc(C)n2cc(CN(C)Cc3ccccc3)nc2n1 | 107 | 0.3
COC(=O)c1cc2sc(C)cc2n1CC(=O)Nc1cccc(SC)c1 | 103 | -1
CCOc1ccc(-n2c(=O)c3c4c(sc3n(CC(=O)NCCCOC)c2=O)CCCCC4)cc1 | 105 | -0.1
O=C(Nc1cccnc1)c1cc(-c2ccc(F)cc2)no1 | 103 | 0.6
COC(=O)NCCSc1nnnn1-c1ccccc1 | 101 | -0.4
CC(c1nnc(SCC(=O)N(CC#N)c2ccccc2)n1-c1ccc(F)cc1)N1CCCCC1 (stereo unspecified) | 100 | -0.1
CCc1ccc(NC(=O)CCc2nc3ccccc3[nH]2)cc1 | 104 | 0.9
CCN(c1ccccc1)S(=O)(=O)c1ccc2[nH]cc(C(=O)N3CCOCC3)c(=O)c2c1 | 100 | -0.9
Cc1ccc(S(=O)(=O)Nc2cc(Cl)c3oc4c(c3c2)CCCC4)cc1 | 98 | -0.9
Cc1c(-c2ccccc2)nc2sc3c(c2c1N)CCCC3 | 97 | -1.1
CC(C)C(NC(=O)C(c1ccccc1)c1ccccc1)C(=O)N1CCOCC1 (stereo unspecified) | 106 | 0.4
CC(C)(C)N1CN=C(SCc2ccc(Cl)cc2)NC1 | 102 | -0.3
CCc1ccc(NC(=O)C(CC)n2c(=O)c(-c3ccccc3NC(C)=O)nc3ccccc32)cc1 (stereo unspecified) | 106 | -0.1
O=C(NCc1ccccc1)c1cccc(Nc2nc3ccccc3n3nnnc23)c1 | 112 | 1.3
Cc1cc(C(=O)COC(=O)[C@@H]2CCCN2C(=O)c2cccs2)c(C)n1Cc1ccco1 | 102 | -0.3
O=C(CCN1CCCCC1)Nc1ccc(Cl)cc1 | 109 | 0.6
Cn1nnc(N2C(=O)C(O)=C(C(=O)c3ccco3)C2c2ccccc2)n1 (stereo unspecified) | 106 | 0.4
O=C(N=Nc1c(O)[nH]c(=O)[nH]c1=O)c1ccccn1 | 101 | 0.5
COc1ccc(C2=Nc3ccccc3C2=O)cc1 | 102 | 0.1
COc1cccc(CNC(=O)CSc2cc(C)[nH]c(=O)n2)c1 | 108 | 0.3
O=S(=O)(c1cccc(-c2nnc(SC(F)F)n2-c2ccccc2)c1)N1CCCCC1 | 102 | 0
C=C1/C(=C\C=C2/CCC[C@]3(C)[C@@H]([C@H](C)CCCC(C)(C)O)CC[C@@H]23)C[C@@H](O)C[C@@H]1O | 101&102 | 0.1&0.5
COc1ccccc1OCCn1c(-c2ccc(Br)cc2)nc2ccccc2c1=O | 107 | 0.7
Cc1ccc(N2C(=O)CS(=O)(=O)C23C(=O)N(Cc2cccc(F)c2)c2ccccc23)cc1Cl (stereo unspecified) | 105 | -0.2
Cc1ccc(C)c(OCCn2c(-c3ccc(Cl)cc3)nc3ccccc3c2=O)c1C | 106 | 0.5
Continuation.
SMILES | Polio RdRp inh | Polio RdRp inh FP z-score
CCOc1ccc(NC(=O)c2sc3ccccc3c2Cl)cc1 | 108 | 0.7
Cc1nnc(NC(=O)Cc2n[nH]c(=O)c3ccccc23)s1 | 104 | 0.3
O=C(c1ccccc1C(=O)N1CCCCC1)N1CCCCC1 | 107 | 0.4
CCCNC(=O)N1CCc2cc(OC)c(OC)cc2C1c1cc2cc3c(cc2[nH]c1=O)OCO3 (stereo unspecified) | 104 | 1
N#Cc1ccc(C(CO)CO)nc1 | 100 | 0.2
Cc1ccc(-n2nc(C)c3nc(CCC(=O)O)c(=O)n(C)c32)cc1 | 102 | 0.1
O=C(NCc1cccnc1)[C@H](Cc1ccccc1)N1Cc2ccccc2C1=O | 99 | -1.2
CC(C)CN=C1NC(=O)C(CC(=O)NC2CC2)S1 (stereo unspecified) | 101 | -0.1
CN1CCCc2cc(/C=N/n3c(C(F)(F)F)n[nH]c3=S)ccc21 | 100 | -0.4
CCS(=O)(=O)C1=NN2C(=N)/C(=C\c3ccc(-c4ccccc4)o3)C(=O)N=C2S1 | 106 | 1.8
N=C1SC2CS(=O)(=O)CC2N1Cc1ccccc1Cl (stereo unspecified) | 101 | -0.1
Cc1ccc(N=C(NN)c2ccc3ccccc3n2)cc1 | 100 | -0.1
CCOc1ccc(/C=C2\SC(=Nc3cccc(C)c3C)NC2=O)cc1 | 101 | -0.1
Cc1cccc(N2CCN(CCNC(=O)c3cc4sccc4n3C)CC2)c1C | 101 | 0.1
COc1ccc(Cl)cc1NS(=O)(=O)c1cc(Br)cc2c1N(C(=O)C1CC1)CC2 | 107 | 0.7
O=C(c1ccco1)N(Cc1cccnc1)c1nc2c(F)cc(F)cc2s1 | 114 | 1.6
Cc1nnc2n(c1=O)N=C(N)CS2 | 100 | -0.5
CC1CCCCC1NC(=O)CSc1nnc(-c2ccco2)n1Cc1ccccc1 (stereo unspecified) | 105 | 0.3
c1ccc2c(c1)oc1c(NCC3CCCCC3)ncnc12 | 99 | -0.2
O=C(Nc1ccc(Cl)cc1Cl)c1c(O)c2c(n(Cc3ccco3)c1=O)CCCC2 | 103 | -0.1

Given with values under each structure: entries from further up.
Values run as follows: Polio RdRp inh | Polio RdRp inh FP z-score
N#Cc1ccc(C(CO)CO)nc1
    100 | 0.2
Cc1ccc(-n2nc(C)c3nc(CCC(=O)O)c(=O)n(C)c32)cc1
    102 | 0.1
O=C(NCc1cccnc1)[C@H](Cc1ccccc1)N1Cc2ccccc2C1=O
    99 | -1.2
CC(C)CN=C1NC(=O)C(CC(=O)NC2CC2)S1 (stereo unspecified)
    101 | -0.1
CN1CCCc2cc(/C=N/n3c(C(F)(F)F)n[nH]c3=S)ccc21
    100 | -0.4
CCS(=O)(=O)C1=NN2C(=N)/C(=C\c3ccc(-c4ccccc4)o3)C(=O)N=C2S1
    106 | 1.8
N=C1SC2CS(=O)(=O)CC2N1Cc1ccccc1Cl (stereo unspecified)
    101 | -0.1
Cc1ccc(N=C(NN)c2ccc3ccccc3n2)cc1
    100 | -0.1
CCOc1ccc(/C=C2\SC(=Nc3cccc(C)c3C)NC2=O)cc1
    101 | -0.1
Cc1cccc(N2CCN(CCNC(=O)c3cc4sccc4n3C)CC2)c1C
    101 | 0.1
COc1ccc(Cl)cc1NS(=O)(=O)c1cc(Br)cc2c1N(C(=O)C1CC1)CC2
    107 | 0.7
O=C(c1ccco1)N(Cc1cccnc1)c1nc2c(F)cc(F)cc2s1
    114 | 1.6
Cc1nnc2n(c1=O)N=C(N)CS2
    100 | -0.5
CC1CCCCC1NC(=O)CSc1nnc(-c2ccco2)n1Cc1ccccc1 (stereo unspecified)
    105 | 0.3
c1ccc2c(c1)oc1c(NCC3CCCCC3)ncnc12
    99 | -0.2
O=C(Nc1ccc(Cl)cc1Cl)c1c(O)c2c(n(Cc3ccco3)c1=O)CCCC2
    103 | -0.1

(listing goes on)
SMILES | Polio RdRp inh | Polio RdRp inh FP z-score
CCCCc1ccc(Nc2cc(C)nc(-n3nc(C)cc3C)n2)cc1 | 120 | 2.8
COc1ccc(/C=C(\C#N)c2nc3ccccc3c(=O)[nH]2)cc1OC | 104 | -0.1
O=C(CCCC1CCCCC1)NCC1CCCO1 (stereo unspecified) | 100 | 0
CC1(C)CC(/C=C/c2ccccc2)=Nc2ccccc2N1 | 102 | 0.2
O=C(Nc1ccc(Br)cc1F)C(NS(=O)(=O)c1cccc2nsnc12)c1ccccc1 (stereo unspecified) | 109 | 0.8
COc1ccccc1N1CCNC(C)C1=O (stereo unspecified) | 104 | 0.8
Cc1nc2nncn2c(NCc2ccc(F)cc2)c1C | 110 | 0.3
CS(=O)(=O)Nc1ccc(C2=NN(S(C)(=O)=O)C(c3ccc4c(c3)OCO4)C2)cc1 (stereo unspecified) | 105 | 0.8
O=S(=O)(NCc1nc2cccnc2n1Cc1ccccc1Cl)c1ccc(F)c(Cl)c1 | 109 | 0.4
O=C(OCCO)c1cccc2c1-c1ccccc1C2=O | 102 | -0.1
COc1ccc(N(C(=O)Cn2nnc3ccccc32)C(C(=O)NCc2ccccc2)c2ccc(F)cc2)cc1 (stereo unspecified) | 106 | -0.2
Cn1c[n+](C)cc1C(O)c1ccccc1 (stereo unspecified) | 102 | 0.2
O=C(c1cc2c(s1)CCC2)N1CCN(S(=O)(=O)c2cccc(Br)c2)CC1 | 102 | -0.2
CCCN(CCC)S(=O)(=O)c1c(C(=O)OCC)c(C)n(C)c1C | 102 | 0.7
O=C(NCc1ccco1)C(=S)NCc1ccccc1 | 99 | -0.9
ON(/C=C1\C=Nc2ccccc21)c1ccccc1 | 101 | -0.3
C/C(=N\NC(N)=S)C1(C)N(O)C(C)(C)C(c2cccs2)=[N+]1[O-] (stereo unspecified) | 101 | -0.2
CC(CNC(=O)c1nnc(Cc2ccc(Cl)cc2)o1)c1ccccc1 (stereo unspecified) | 105 | 1
CCc1ccc(OCC(=O)N2CCN(CCc3ccccn3)CC2)cc1 | 102 | -0.4
N#Cc1ccc(Br)cc1 | 102 | 0.1
COc1ccccc1CNC(=O)c1ccc(CSc2nc3ccncc3n2Cc2ccccc2C)cc1 | 111 | 0.2
CCOC(=O)c1cccc(NS(=O)(=O)c2cc(C(=O)OCC)n(C)c2)c1 | 101 | -0.8
CS(=O)(=O)c1ccccc1C(=O)N(Cc1cccs1)c1ccc2c(c1)OCCO2 | 104 | 0.5
CN1C2CC(OC(=O)[C@H](CO)c3ccccc3)CC1C1OC12 (stereo partly specified) | 104 | 0.4
CCCN1CCN(C(=O)c2cccc3c2C(=O)N(Cc2cccnc2)C3)CC1 | 102 | 0.8
COc1ccc(-c2nc(CN3C(=O)CSc4nc(C)cc(C)c43)c(C)o2)cc1OC | 99 | -1.4
CCOCCc1nnc(NC(=O)C(=O)c2cc(C)n(-c3cccc(Cl)c3)c2C)s1 | 110 | 0.1
ClCc1cn(-c2ccccc2)nc1-c1ccccc1 | 100 | -1.1
Cc1cc(C(=O)OCC(=O)Nc2ccccc2)c(C)n1-c1ccccc1 | 102 | 0.2
COC(=O)c1sc(-c2cccs2)cc1NS(=O)(=O)c1cn(C)cn1 | 102 | 0.1
CC1CCN(C(=O)COC(=O)c2ccc(I)cc2)CC1 | 102 | 0.4
COc1ccc(-c2nnc(NC(=O)c3ccc4c(c3)OCO4)s2)c(OC)c1 | 101 | 0.2
CC1CCCC(C)N1C(=O)CSc1nccn1C (stereo unspecified) | 98 | -1.2
CC(=O)OCCNc1cc(Cl)c2noc3c2c1C(=O)c1ccccc1-3 | 94 | -1.2
Cc1ccc(N=Cc2c(C)[nH]c3ccccc23)cc1C | 100 | -0.8

Quoted at random: 2 records from the list, in no set order.
SMILES | Polio RdRp inh | Polio RdRp inh FP z-score
CC1CCN(C(=O)COC(=O)c2ccc(I)cc2)CC1 | 102 | 0.4
CS(=O)(=O)c1ccccc1C(=O)N(Cc1cccs1)c1ccc2c(c1)OCCO2 | 104 | 0.5
